# From PubChem BioAssay
# MITF primary: blocks human microphthalmia-associated transcription factor; AlphaScreen MITF homodimerization, bead proximity signal; inhibition, % at 2.6 µM; actives 0.91% (n = 650,000); in the data active = inhibition above about 50%;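 note: 0% = vehicle wells with protein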
# Target sequence (O75030 whole entry, looked up): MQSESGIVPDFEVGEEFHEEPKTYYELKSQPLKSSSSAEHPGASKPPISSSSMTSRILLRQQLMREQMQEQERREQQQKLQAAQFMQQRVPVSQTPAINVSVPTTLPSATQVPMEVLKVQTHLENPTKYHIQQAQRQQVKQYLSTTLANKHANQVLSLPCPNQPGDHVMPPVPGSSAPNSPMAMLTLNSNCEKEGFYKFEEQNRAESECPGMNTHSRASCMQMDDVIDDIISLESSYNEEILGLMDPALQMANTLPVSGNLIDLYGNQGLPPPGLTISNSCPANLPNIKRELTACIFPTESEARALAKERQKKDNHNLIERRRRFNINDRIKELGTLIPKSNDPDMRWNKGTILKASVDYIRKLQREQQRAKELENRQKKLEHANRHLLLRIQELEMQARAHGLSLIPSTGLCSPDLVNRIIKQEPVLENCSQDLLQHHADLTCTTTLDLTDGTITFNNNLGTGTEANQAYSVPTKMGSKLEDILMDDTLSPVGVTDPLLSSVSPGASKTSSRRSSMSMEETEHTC
# TEAD-YAP inh: TEAD-YAP interaction inhibition | HEK-TIYL cells, TEAD-Gal4/YAP UAS-luciferase luminescence | inhibition, % at 9.12 µM | actives 1.4% (n = 640,000); in the data active = inhibition above about 32%;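 note: 0% = median of test compound wells and 100% = reference inhibitor wells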
# FBW7 act: human FBW7 E3 ligase activation, primary screen. actives 0.13% (n = 650,000). AID 1259310. AlphaScreen FBW7–phospho-cyclin E peptide binding, activator screen. Q969H0. normalized activity (activation), % at 26.1 µM; in the data active = normalized activity above about 1.9%;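 note: purified mutant Fbw7 with reduced substrate affinity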
# GPR151 ag: activates the human receptor GPR151 | Q8TDV0 | PathHunter beta-arrestin GPR151 cells, luminescence | activation, % at 11.2 µM | actives 1% (n = 650,000); in the data active = activation above about 4.9%;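 note: 0% = median of compound wells and 100% = cells with positive control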
# Target sequence (Q8TDV0 whole entry, looked up): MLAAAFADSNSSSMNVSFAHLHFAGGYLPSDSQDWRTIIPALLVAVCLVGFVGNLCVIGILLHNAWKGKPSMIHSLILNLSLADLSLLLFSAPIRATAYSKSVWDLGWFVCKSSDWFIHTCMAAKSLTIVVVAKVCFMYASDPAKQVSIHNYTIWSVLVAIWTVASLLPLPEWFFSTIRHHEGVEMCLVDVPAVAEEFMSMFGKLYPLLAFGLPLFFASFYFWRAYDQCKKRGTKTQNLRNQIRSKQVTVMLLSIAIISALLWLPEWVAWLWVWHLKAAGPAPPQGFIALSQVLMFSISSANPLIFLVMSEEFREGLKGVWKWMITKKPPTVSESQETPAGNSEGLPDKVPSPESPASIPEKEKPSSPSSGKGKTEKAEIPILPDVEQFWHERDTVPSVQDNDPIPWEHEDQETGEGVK
# * marks the source's active call; other numbers are inactive results; . = not tested or not shown.
SMILES,MITF primary,TEAD-YAP inh,FBW7 act,GPR151 ag
Cc1cc(C)n(CCN(C)C(=O)CCc2nnc(COc3ccccc3)o2)n1,-7.9,-8.0,-0.2,-0.7
C=CCn1c(Oc2cc(C)ccc2C)nc2c1c(=O)n(C)c(=O)n2C,-10.5,-1.8,-0.2,0.6
CCc1ccc(N(C(C)=O)C2C=CS(=O)(=O)C2)cc1 (centres undefined),11.3,-3.1,0.0,-0.7
O=C(CNc1cccc(Cl)c1)N/N=C/c1cccc(O)c1,-3.3,11.1,-0.1,-0.1
Oc1ccc(Br)cc1C1CC(c2cccc(Br)c2)=NC(c2ccc(Cl)cc2Cl)N1 (centres undefined),5.8,10.1,0.1,-2.6
CCCOc1ccc(NC(=O)C(=O)NCc2ccccn2)cc1,-0.7,-1.6,-0.1,-1.1
COc1ccc(CC(=O)N2CCC3(CC2)OCc2ccccc2O3)cc1OC,7.3,55.2*,0.8,-0.5
CC(=O)Nc1ccc2c(c1)sc(=NC(=O)c1ccc(Br)s1)n2C,4.2,-32.6,0.0,0.1
CCN(CC)C(=O)N1CCC(c2nc(C)ncc2-c2cc(C)no2)CC1,1.6,-12.1,0.4,-0.3
COc1ccc(C2C=C(c3ccc(I)cc3)Nc3nnnn32)cc1 (centres undefined),17.6,7.9,0.3,-2.0
N#C/C(=C/c1ccc(SCCO)c([N+](=O)[O-])c1)c1nc2ccccc2[nH]1,15.9,-18.4,0.1,-0.5
O=C(CSC1CC(=O)N(c2ccccc2)C1=O)Nc1ccc(F)cc1 (centres undefined),-7.1,0.1,-0.1,-0.5
O=C(CSc1nnnn1-c1cccc(F)c1)NC1CCCC1,2.6,-8.8,0.0,0.7
Cc1ccc(NC(=O)Cn2c(=O)n(C(C)C)c(=O)c3oc4ccccc4c32)cc1C,-3.7,5.0,-0.1,0.5
Cc1ccc(NC(=O)C(=O)NNC(=O)c2ccc(C(C)(C)C)cc2)cc1Cl,8.5,-3.3,0.1,3.8

# A few values from the list:
# FBW7 act result of `COc1ccc(C2C=C(c3ccc(I)cc3)Nc3nnnn32)cc1` (centres undefined) : 0.3
# GPR151 ag result of `Cc1cc(C)n(CCN(C)C(=O)CCc2nnc(COc3ccccc3)o2)n1` : -0.7

# Later entries
SMILES,MITF primary,TEAD-YAP inh,FBW7 act,GPR151 ag
CCOC(=O)c1ccc[n+](CC(=O)c2ccc(NC(=O)c3ccccc3)cc2)c1,-6.4,4.8,-0.1,-2.1
O=C(/C=C/c1ccc2c(c1)OCO2)N1CCN(Cc2ccc3c(c2)OCO3)CC1,-4.8,0.7,0.2,-0.9
Cc1ccc(S(=O)(=O)N2CCN(CCNC(=O)C(C)Oc3ccccc3)CC2)cc1 (centres undefined),1.2,-6.7,0.2,2.0
O=C1C=CC(=O)N1c1cccc(I)c1,-4.3,-8.2,0.3,0.2
NC(=O)C1CCN(C(=O)CN(C2CCCCC2)S(=O)(=O)c2ccc(Cl)cc2)CC1,7.6,-1.6,-0.1,0.2
Cc1c(Cl)cccc1N1C(N)=C(C#N)C(c2ccc(C(C)(C)C)s2)C2=C1CCCC2=O (centres undefined),3.0,7.4,0.0,-0.5
C/C(=N\NC(=O)CNc1ccccc1)c1ccccc1,1.1,3.9,0.5,-1.7
CCCNC(=O)CN(C)S(=O)(=O)c1ccc(Cl)cc1,-3.2,-3.2,-0.3,-1.2
COc1ccc2[nH]c3nc(SCC(=O)NC(C)(C)C)nnc3c2c1,1.6,10.3,-0.1,-0.5
COc1cc(-c2cc(C(F)(F)F)n3ncc(C(=O)Nc4cccnc4Cl)c3n2)cc(OC)c1OC,-5.5,-2.1,0.0,-0.2
Cc1cccc(C)c1OCC(=O)Nc1ccccc1C#N,-6.5,9.5,0.0,1.4
CC(=O)Nc1ccc(-c2nnn(CC(=O)Nc3ccc(C)cc3)n2)cc1Cl,-0.3,8.6,-0.2,1.6
CCOC(=O)CSc1nnc(Cc2ccccc2)n1Cc1ccco1,-1.8,7.0,0.0,0.1
CCN1CCCC1CNS(=O)(=O)c1c(C)c(C)cc(C)c1C (centres undefined),20.7,-4.6,0.4,1.0
COC(=O)c1cc(Br)ccc1NC(=O)COc1ccc(OC)cc1,16.7,3.6,0.5,-0.7
CCCCN(C)C(=O)Cn1nc(C)n2c(cc3sccc32)c1=O,2.7,2.9,0.1,-0.1
CCOC(=O)c1c(NC(=O)CCN2C(=O)c3cccc([N+](=O)[O-])c3C2=O)sc(C(C)=O)c1C,6.3,9.1,-0.1,1.2
O=C(O)CC/C(=N\Nc1ccc(C(F)(F)F)cn1)c1cccs1,1.5,-12.2,0.0,0.5
COc1cccc2cc(C(=O)NCCCN3CCOCC3)c(=O)oc12,11.7,10.7,0.1,-0.2
CCOC(=O)c1sc(NC(=O)CSc2nnc(CNC(=O)COc3ccccc3)n2-c2ccccc2OC)c(C(=O)OCC)c1C,3.0,-12.1,0.2,1.3
CN(C)c1ccc(/C=C2/C(=O)N(c3ccccc3)N=C2CSc2ccc(Cl)cc2)cc1,2.9,-4.4,-0.2,0.9
CCOc1ccc(NC(=O)CSc2nc3cc4c(cc3cc2C#N)OCO4)cc1,12.6,24.9,0.0,0.6
Cc1cc(=O)n(C)c(=O)n1CCCCNCCO,71.8*,4.5,0.1,-0.4
O=C(CN1CCC2(CC1)CC(=O)c1ccccc1O2)Nc1ccc(F)cc1,0.6,-10.7,0.0,0.4
CCOCCCNc1nc2c(S(=O)(=O)c3ccc(Cl)cc3)nnn2c2ccccc12,-2.3,19.5,-0.2,-1.2
COC(=O)C1=C(O)/C(=C/c2ccccc2)SC1=Nc1ccccc1,-2.3,-0.6,-0.1,0.7
COC(=O)C[C@H]1C(C)(C)C(=O)[C@@H]2CC3=C(CC[C@]4(C)C3=CC(=O)O[C@H]4c3ccoc3)[C@@]1(C)C2=O,-7.3,9.8,-0.1,0.3
CCN1CCN(C(=O)c2ccc(N3CCC(NCCC4=CCCCC4)CC3)cc2)CC1,-11.3,-1.4,-0.2,-0.8
CCOC(=O)c1cc2c(=O)n3ccccc3nc2n(CCOC)c1=NC(=O)c1cccnc1,20.1,-4.2,0.5,-1.1
COCCn1c(=O)[nH]c2cc(C(=O)NCCCOC(C)C)ccc2c1=O,10.0,14.2,0.0,0.1
COc1cc(CN2CCOCC2)c([N+](=O)[O-])cc1OC,-1.9,-1.1,-0.3,-0.5
Cc1cccc(OCc2nc(-c3ccc(NC(=O)c4ccc(Br)o4)cc3)no2)c1C,-14.8,-33.5,0.0,-1.3
O=[N+]([O-])c1ccc(Cl)c(-c2ccc(/C=N\n3cnnc3)o2)c1,13.4,-0.3,-0.2,-1.5
CCCn1c(=S)[nH]c2cc(C(=O)NCCc3ccc(S(N)(=O)=O)cc3)ccc2c1=O,3.3,6.3,-0.1,0.2
CSc1ccc(S(=O)(=O)Nc2ccc(S(=O)(=O)Nc3ccccc3C)cc2)cc1,7.0,-3.3,0.0,-0.2
O=C(O)CCS(=O)(=O)c1ccc2ccccc2c1,-9.9,5.7,0.4,0.7
Cc1ccc(CNC(=O)C2CCN(c3c4c(nc5ncnn35)CCC4)CC2)cc1,3.0,5.2,0.0,3.4
O=C(Cc1ccccc1)Nc1cnn(-c2cccc(C(=O)Nc3ccc(-n4ccnc4)cc3)c2)c1,10.4,15.1,0.3,0.4
N/C(=N\OC(=O)c1ccccc1-c1ccccc1)c1ccccc1,1.3,12.8,0.1,0.2
COc1cc(C(=O)Nc2nc3c(C)cc(C)cc3s2)cc(OC)c1OC,12.8,3.8,0.0,0.4
COc1ccccc1N1CCN(C(=O)/C=C/c2ccc(C)cc2)CC1,12.8,1.7,-0.1,-1.1
CCS(=O)(=O)N1CCC[C@@H]2CN3CCc4cc(OC)ccc4[C@@H]3C[C@@H]21,10.7,.,0.5,-1.5
COc1ccccc1CN[C@H]1C[C@H]2C(=O)N[C@@H](C)C(=O)N2C1,24.2,1.6,0.8,-0.4
O=C(Cc1ccccc1)NCc1c(F)c(F)c(F)c(F)c1F,-5.2,10.4,0.0,0.6
O=C1CC(Sc2ccccc2C(=O)O)C(=O)N1 (centres undefined),2.8,3.7,0.0,0.4

# Part of the list above, reformatted.
Compound	MITF primary	TEAD-YAP inh	FBW7 act	GPR151 ag
Cc1cc(=O)n(C)c(=O)n1CCCCNCCO	71.8*	4.5	0.1	-0.4
O=C(CN1CCC2(CC1)CC(=O)c1ccccc1O2)Nc1ccc(F)cc1	0.6	-10.7	0.0	0.4
CCOCCCNc1nc2c(S(=O)(=O)c3ccc(Cl)cc3)nnn2c2ccccc12	-2.3	19.5	-0.2	-1.2
COC(=O)C1=C(O)/C(=C/c2ccccc2)SC1=Nc1ccccc1	-2.3	-0.6	-0.1	0.7
COC(=O)C[C@H]1C(C)(C)C(=O)[C@@H]2CC3=C(CC[C@]4(C)C3=CC(=O)O[C@H]4c3ccoc3)[C@@]1(C)C2=O	-7.3	9.8	-0.1	0.3
CCN1CCN(C(=O)c2ccc(N3CCC(NCCC4=CCCCC4)CC3)cc2)CC1	-11.3	-1.4	-0.2	-0.8
CCOC(=O)c1cc2c(=O)n3ccccc3nc2n(CCOC)c1=NC(=O)c1cccnc1	20.1	-4.2	0.5	-1.1
COCCn1c(=O)[nH]c2cc(C(=O)NCCCOC(C)C)ccc2c1=O	10.0	14.2	0.0	0.1
COc1cc(CN2CCOCC2)c([N+](=O)[O-])cc1OC	-1.9	-1.1	-0.3	-0.5
Cc1cccc(OCc2nc(-c3ccc(NC(=O)c4ccc(Br)o4)cc3)no2)c1C	-14.8	-33.5	0.0	-1.3
O=[N+]([O-])c1ccc(Cl)c(-c2ccc(/C=N\n3cnnc3)o2)c1	13.4	-0.3	-0.2	-1.5
CCCn1c(=S)[nH]c2cc(C(=O)NCCc3ccc(S(N)(=O)=O)cc3)ccc2c1=O	3.3	6.3	-0.1	0.2
CSc1ccc(S(=O)(=O)Nc2ccc(S(=O)(=O)Nc3ccccc3C)cc2)cc1	7.0	-3.3	0.0	-0.2
O=C(O)CCS(=O)(=O)c1ccc2ccccc2c1	-9.9	5.7	0.4	0.7
Cc1ccc(CNC(=O)C2CCN(c3c4c(nc5ncnn35)CCC4)CC2)cc1	3.0	5.2	0.0	3.4
O=C(Cc1ccccc1)Nc1cnn(-c2cccc(C(=O)Nc3ccc(-n4ccnc4)cc3)c2)c1	10.4	15.1	0.3	0.4
N/C(=N\OC(=O)c1ccccc1-c1ccccc1)c1ccccc1	1.3	12.8	0.1	0.2
COc1cc(C(=O)Nc2nc3c(C)cc(C)cc3s2)cc(OC)c1OC	12.8	3.8	0.0	0.4
COc1ccccc1N1CCN(C(=O)/C=C/c2ccc(C)cc2)CC1	12.8	1.7	-0.1	-1.1
CCS(=O)(=O)N1CCC[C@@H]2CN3CCc4cc(OC)ccc4[C@@H]3C[C@@H]21	10.7	.	0.5	-1.5
COc1ccccc1CN[C@H]1C[C@H]2C(=O)N[C@@H](C)C(=O)N2C1	24.2	1.6	0.8	-0.4
O=C(Cc1ccccc1)NCc1c(F)c(F)c(F)c(F)c1F	-5.2	10.4	0.0	0.6
O=C1CC(Sc2ccccc2C(=O)O)C(=O)N1 (centres undefined)	2.8	3.7	0.0	0.4

# Next results follow.
SMILES,MITF primary,TEAD-YAP inh,FBW7 act,GPR151 ag
O=C(CN1CCC(O)(c2ccccn2)CC1)Nc1ccccc1N1CCCCCC1,10.0,3.2,0.2,1.5
COc1ccc(-n2cc(-c3ccccc3)c3c(N4CCN(c5cccc(Cl)c5)CC4)ncnc32)cc1,-17.3,6.0,-0.1,-0.5
COC(=O)c1cn(NC(=O)c2ccc3c(c2)c(C)c(C)n3C)c(=O)c2ccccc12,-8.6,11.8,0.1,-1.1
COc1cccc2c(C)nc(Nc3nc(O)cc(=O)[nH]3)nc12,6.0,-1.7,-0.2,0.3
CC1=NN(c2ccc(S(N)(=O)=O)cc2)C(=O)/C1=C\c1ccc(-c2cc([N+](=O)[O-])ccc2Cl)o1,5.2,-4.0,0.1,1.3
CCCCCC(O)CCC(=O)NNC(=S)Nc1ccccc1 (centres undefined),6.8,1.9,0.3,0.5
COc1ccc(-c2cc(C(=O)N3CCCC3)c3ccccc3n2)c(OC)c1,0.3,-7.2,-0.1,-0.4
CCC(C)(C)NC(=O)Cn1nc(-c2cccnc2)oc1=O,-3.8,-12.3,0.1,1.0
CCOC(=O)N1CCc2c(sc(NC(=O)c3ccc([N+](=O)[O-])s3)c2C#N)C1,-1.5,3.4,-0.2,2.8
COc1ccccc1-n1c(SCC2OCCO2)nc2c(sc(=S)n2-c2ccc(C)cc2C)c1=O,12.8,5.1,0.0,2.7
CCCOc1ccc(C(=O)CCN(C)C)cc1,3.0,17.7,0.0,0.4
Cc1ccc(Sc2ccc(S(=O)(=O)c3ccc4c(c3)C(=O)N(c3ccc5ccccc5c3)C4=O)cc2)cc1C,0.8,-4.8,0.0,-1.6
c1cc2c(cc1-c1cnnc(NCCCN3CCOCC3)n1)OCO2,10.1,16.0,-0.1,-0.7
CCC(C)c1ccc(NC(=O)CSc2nnc3c4ccccc4n(CCc4ccccc4)c3n2)cc1 (centres undefined),0.5,2.9,0.1,0.3
COCc1cc(C)nc(SCC(=O)N2CCCCC2)c1C#N,-1.9,11.9,-0.1,0.0
CCOC(=O)C(N)CSC1CC(=O)N(c2ccc(F)cc2)C1=O (centres undefined),-2.5,-9.3,0.0,-0.9
O=C1OC(c2cccc(Br)c2)=N/C1=C\c1ccccc1F,4.1,5.2,0.0,-0.9
Cc1ccc(S(=O)(=O)N2CCC(N3CCC(C)CC3)CC2)cc1,44.4,4.9,0.0,-1.8
